# FBW7 activator – human FBW7 E3 ligase activation, primary screen; Q969H0; AlphaScreen FBW7–phospho-cyclin E peptide binding, activator screen; normalized activity (activation), % at 26.1 µM; 0.13% of 650,000 active; AID 1259310; in the data active = normalized activity above about 1.9%;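 also: purified mutant Fbw7 with reduced substrate affinity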
# TEAD-YAP inh – TEAD-YAP interaction inhibition; AID 1259422; HEK-TIYL cells, TEAD-Gal4/YAP UAS-luciferase luminescence; inhibition, % at 9.12 µM; 1.4% of 640,000 active; in the data active = inhibition above about 32%;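 also: 0% = median of test compound wells and 100% = reference inhibitor wells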
# GPR151 activ – activates the human receptor GPR151 | AID 1508602 | Q8TDV0 | 1% of 650,000 active | activation, % at 11.2 µM | PathHunter beta-arrestin GPR151 cells, luminescence; in the data active = activation above about 4.9%;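 also: 0% = median of compound wells and 100% = cells with positive control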
# Target sequence (Q8TDV0 whole entry, looked up): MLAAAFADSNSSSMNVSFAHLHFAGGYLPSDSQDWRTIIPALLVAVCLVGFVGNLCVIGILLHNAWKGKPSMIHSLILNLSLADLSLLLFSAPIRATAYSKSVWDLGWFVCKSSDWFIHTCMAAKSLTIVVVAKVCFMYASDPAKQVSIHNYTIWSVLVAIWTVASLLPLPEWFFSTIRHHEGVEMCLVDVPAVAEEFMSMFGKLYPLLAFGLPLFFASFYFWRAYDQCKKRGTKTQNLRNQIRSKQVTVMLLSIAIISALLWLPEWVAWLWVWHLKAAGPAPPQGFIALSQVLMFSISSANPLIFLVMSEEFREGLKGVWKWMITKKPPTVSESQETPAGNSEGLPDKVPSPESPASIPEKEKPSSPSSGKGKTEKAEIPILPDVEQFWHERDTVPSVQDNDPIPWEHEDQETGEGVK
# MITF primary – inhibitors of human MITF. AlphaScreen MITF homodimerization, bead proximity signal. O75030. 0.91% of 650,000 active. inhibition, % at 2.6 µM; in the data active = inhibition above about 50%;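 also: 0% = vehicle wells with protein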
# Target sequence (O75030 whole entry, looked up): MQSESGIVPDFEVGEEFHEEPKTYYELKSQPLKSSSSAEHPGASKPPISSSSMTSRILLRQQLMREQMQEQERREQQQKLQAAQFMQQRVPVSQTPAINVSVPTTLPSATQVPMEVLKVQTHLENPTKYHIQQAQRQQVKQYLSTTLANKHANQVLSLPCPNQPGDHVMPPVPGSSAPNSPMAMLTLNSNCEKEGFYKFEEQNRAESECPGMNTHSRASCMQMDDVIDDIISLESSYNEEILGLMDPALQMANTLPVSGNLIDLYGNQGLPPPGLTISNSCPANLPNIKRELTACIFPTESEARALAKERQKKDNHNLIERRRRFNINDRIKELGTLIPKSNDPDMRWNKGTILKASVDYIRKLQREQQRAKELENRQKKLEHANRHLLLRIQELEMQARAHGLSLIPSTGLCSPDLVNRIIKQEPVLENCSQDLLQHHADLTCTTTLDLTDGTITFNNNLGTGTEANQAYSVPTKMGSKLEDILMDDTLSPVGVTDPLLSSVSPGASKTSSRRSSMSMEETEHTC
# Starred values were filed as active, the others as inactive.
SMILES,FBW7 activator,TEAD-YAP inh,GPR151 activ,MITF primary
CCCc1nnc2sc(NC(=O)COc3cccc(C)c3)nn12,-0.1,0,2.6,3
CS(=O)(=O)N(CC(=O)NC1CCCC1)c1cccc([N+](=O)[O-])c1,0.2,-3,2.1,19
COc1cn(-c2ccc(F)cc2)nc1C(=O)Nc1ccc(F)c(Cl)c1,-0.1,0,-1.0,-4
CCc1cccc(NC(=O)Oc2cccc(C)c2)c1,0.2,3,-0.1,7
Cc1cccc(COC(=O)Nc2ccc(-c3cn[nH]c3)cc2OCCN2CCOCC2)c1,0.3,-9,-0.4,27
Cc1cccc(C(C)C)c1-n1nnnc1-c1ccccc1,0.1,-1,-0.1,6
O=C1C(=O)N(CCO)C(c2cccc(F)c2)/C1=C(/O)c1ccc(Br)cc1 (stereo unspecified),0.5,-3,-0.1,4
COc1ccc(-c2nc(C(N)=O)c3[nH]c(=O)n(C(C)C)c3n2)cc1,0.0,5,-0.6,3
COCCn1c(=NC(=O)c2ccc3ncsc3c2)sc2cc([N+](=O)[O-])ccc21,-0.1,-6,0.7,-3
CC(C)c1cc(=O)[nH]c(-n2nc(C3CC3)cc2NC(=O)C(C)(C)C)n1,-1.2,57*,0.5,3
COc1ccc(OC)c(NC(=O)Cn2ncc3c(=O)oc4ccccc4c32)c1,-0.3,1,0.3,-4
CC1CCCN(CCCN(Cc2ccco2)C(=S)Nc2ccc(Oc3ccccc3)cc2)C1 (stereo unspecified),0.7,7,0.6,21
COc1ccc(NC2=C(C(C)=O)C(c3ccc([N+](=O)[O-])cc3)C(C(C)=O)C(C)(O)C2)cc1 (stereo unspecified),0.3,9,0.4,9
O=C(COc1ccc(Cl)cc1)Nc1c2c(nn1-c1ccc(F)cc1)CSC2,0.1,3,1.1,3
CCOc1cc(/C=C2\SC(N3CCOCC3)=NC2=O)ccc1O,0.1,0,-0.3,9
Cc1ccc(NC(=O)CCN2CCN(c3ccccc3C)CC2)cc1Br,0.4,0,0.0,23
O=C1OC(c2ccccc2F)=N/C1=C\c1cccc(I)c1,-0.1,7,0.5,-9
CCN(CC)c1nc(NCCCN2CCCC2=O)nc(NCCN2CCOCC2)n1,0.2,2,0.7,8
Cc1c(C(c2cccc(Cl)c2)c2c(C)n(C)n(-c3ccccc3)c2=O)c(=O)n(-c2ccccc2)n1C,-0.1,3,0.7,-3
Cc1nn(-c2ccccc2)c(C)c1C(=O)C(N)=O,0.0,9,-1.4,8
CCCNc1ncnc2c1c(-c1ccccc1)cn2-c1ccc(C)c(Cl)c1,-0.1,1,1.5,1
Cc1ccc(-c2c3c(nc4sc(C(=O)Nc5ccc(C(C)C)cc5)c(N)c24)CCCC3)o1,-0.1,-2,-0.2,-3
CCc1ccccc1NC(=O)N1CCC(NC(=O)C(C)(C)C)CC1,0.0,-3,-0.3,18
O=c1[nH]c(=O)n(-c2ccc(Cl)cc2)c(O)c1C=Nc1ccc(Br)c2ccccc12,0.3,6,-0.6,16
CCn1ncc(NC(=S)NCc2ccco2)c1C(N)=O,-0.2,-1,1.3,-13
Cc1cccc(NC(=O)CCCOc2ccc(Cl)cc2Cl)n1,0.0,-5,0.7,2
O=C1C2C3c4ccccc4C(c4ccccc43)C2C(=O)N1c1ccc(Cl)c(Cl)c1 (stereo unspecified),0.1,3,0.3,-5
O=C(c1cccc(F)c1)N1CCN=C1SCc1cccc([N+](=O)[O-])c1,0.3,-2,-0.8,14
CCOC(=O)c1oc2ccccc2c1NC(=O)c1ccc(Br)s1,0.0,2,0.9,6
C#CCn1cc(CN2CCc3c(nc(C)[nH]c3=O)C2)c2ccccc21,0.2,11,-1.2,2

# Full records, quoted from the list. Screens in order: FBW7 activator, TEAD-YAP inh, GPR151 activ, MITF primary
# `CCOC(=O)c1oc2ccccc2c1NC(=O)c1ccc(Br)s1` reads 0.0, 2, 0.9, 6
# `Cc1ccc(-c2c3c(nc4sc(C(=O)Nc5ccc(C(C)C)cc5)c(N)c24)CCCC3)o1` reads -0.1, -2, -0.2, -3

# The list continues.
SMILES,FBW7 activator,TEAD-YAP inh,GPR151 activ,MITF primary
CC(Sc1nncn1C)C(=O)Nc1nnc(-c2ccc(Cl)cc2)s1 (stereo unspecified),0.2,-16,0.1,6
COc1ccc(C(=O)NCc2nnc(SCC(=O)N3N=C(c4ccc(Br)cc4)CC3c3ccc(F)cc3)n2C)cc1 (stereo unspecified),0.4,12,-0.7,11
Cc1sc2nc3n(c(=O)c2c1C)C(C)(C)Cc1ccccc1-3,-0.1,1,-0.1,3
OCCC1CN(Cc2cccc(F)c2F)CCN1CCc1ccccc1 (stereo unspecified),0.4,1,-1.4,10
O=C(N[C@H]1C[C@H]2C(=O)N3CCC[C@H]3C(=O)N2C1)c1cccc(Cl)c1,0.0,-2,-1.1,3
COc1ccccc1/C=C/C(=O)Nc1ccc(Br)cc1,0.2,-57,0.1,-3
COCC(=O)NC1(c2nnnn2CCOC(=O)Nc2ccc(Cl)cc2)CCCC1,0.0,0,3.9,-7
O=C(Cc1ccc(Cl)cc1)NCC1CCCO1 (stereo unspecified),-0.2,-8,0.8,-7
CC(=O)c1cccc(NC(=O)C2CCN(c3ccc(-n4cccn4)nn3)CC2)c1,0.0,-6,-7.3,18
Cc1ccc(NC(=O)c2ccc3c(c2)N(CC(=O)NC2CCCC2)C(=O)C(C)(C)O3)cc1,0.0,-12,-0.3,17
CCn1c(Cc2ccccc2)nnc1SCC(=O)N1CCCC1,-0.1,9,-0.1,14
COc1ccc(NCC(O)Cn2c3ccccc3c3ccccc32)cc1 (stereo unspecified),-0.1,51*,-0.6,13
NC(=O)c1ccc(-c2cc(C(=O)Nc3ccccc3)ccn2)cc1,0.0,6,0.9,22
Oc1ccc(-c2cnn3ccc(Nc4ccc(F)c(Cl)c4)nc23)cc1,0.3,6,0.9,12
COc1ccc(C(=O)N(Cc2ccco2)C2CCS(=O)(=O)C2)cc1 (stereo unspecified),0.3,0,-1.5,4
CCN1CCN(Cc2nc(Nc3ccc4c(c3)OCO4)c3cccc(C)c3n2)CC1,-0.3,-2,0.4,-4
COc1ccc(C2=NN(C(=O)c3cccc([N+](=O)[O-])c3)C(c3ccc(Br)cc3)C2)cc1 (stereo unspecified),0.1,-1,1.3,-1
COc1cccc(OC)c1C(=O)NC(=S)N1CCOCC1,-0.1,-8,-0.3,-19
Cc1c(C(=O)N2CCCc3ccccc32)sc2ncnc(N3CCN(c4ccccc4F)CC3)c12,1.8,-12,0.0,15
Cc1cc(C)c2nc(-c3ccncc3)cc(C(=O)Nc3sc(C)c(C)c3C(N)=O)c2c1,-0.1,3,-0.9,0
Cn1c2ccccc2n2c(=O)c3cccnc3c(C#N)c12,0.0,-6,0.2,10
C#CC(CC)(CC)NC(=O)Cn1cnc2ccccc2c1=O,-0.1,0,-0.5,-11
CCN(CC)Cn1cnc2c(SC)ncnc21,-0.1,-1,-0.3,12
O=C(CN1CCC(NC(=O)Cc2ccccc2)CC1)Nc1ccc2c(c1)OCO2,0.2,8,0.3,16
N#C/C(=C(/O)CSc1nc2ccccc2o1)c1nc2ccccc2[nH]1,0.0,-1,1.2,9
O=C1C(=Cc2c([N+](=O)[O-])cc([N+](=O)[O-])cc2[N+](=O)[O-])C(=O)c2ccccc21,-0.1,18,-1.5,5
Cc1ccc(OCC(=O)N/N=C/c2ccc([N+](=O)[O-])s2)cc1,0.0,17,0.7,8
CN(C)c1ccc(/C=C(\C#N)C(=O)Nc2ccc(Cl)cn2)cc1,0.0,-8,0.2,-5
Cn1c(=O)c2cnc(N3CCOCC3)nc2n(C)c1=O,0.1,-9,1.9,-15
CCCNC(=O)CN1C(=O)C(c2ccccc2)Oc2cccnc21 (stereo unspecified),0.0,-2,1.4,-4

# An excerpt from above in order of molar mass, ascending:
SMILES,FBW7 activator,TEAD-YAP inh,GPR151 activ,MITF primary
Cc1cccc(C(C)C)c1-n1nnnc1-c1ccccc1,0.1,-1,-0.1,6
COc1cccc(OC)c1C(=O)NC(=S)N1CCOCC1,-0.1,-8,-0.3,-19
NC(=O)c1ccc(-c2cc(C(=O)Nc3ccccc3)ccn2)cc1,0.0,6,0.9,22
CCCNC(=O)CN1C(=O)C(c2ccccc2)Oc2cccnc21 (stereo unspecified),0.0,-2,1.4,-4
CCn1c(Cc2ccccc2)nnc1SCC(=O)N1CCCC1,-0.1,9,-0.1,14
CCOc1cc(/C=C2\SC(N3CCOCC3)=NC2=O)ccc1O,0.1,0,-0.3,9
CS(=O)(=O)N(CC(=O)NC1CCCC1)c1cccc([N+](=O)[O-])c1,0.2,-3,2.1,19
N#C/C(=C(/O)CSc1nc2ccccc2o1)c1nc2ccccc2[nH]1,0.0,-1,1.2,9
O=C(c1cccc(F)c1)N1CCN=C1SCc1cccc([N+](=O)[O-])c1,0.3,-2,-0.8,14
OCCC1CN(Cc2cccc(F)c2F)CCN1CCc1ccccc1 (stereo unspecified),0.4,1,-1.4,10
CC(Sc1nncn1C)C(=O)Nc1nnc(-c2ccc(Cl)cc2)s1 (stereo unspecified),0.2,-16,0.1,6
CCN(CC)c1nc(NCCCN2CCCC2=O)nc(NCCN2CCOCC2)n1,0.2,2,0.7,8
COCC(=O)NC1(c2nnnn2CCOC(=O)Nc2ccc(Cl)cc2)CCCC1,0.0,0,3.9,-7
Cc1cc(C)c2nc(-c3ccncc3)cc(C(=O)Nc3sc(C)c(C)c3C(N)=O)c2c1,-0.1,3,-0.9,0
CC1CCCN(CCCN(Cc2ccco2)C(=S)Nc2ccc(Oc3ccccc3)cc2)C1 (stereo unspecified),0.7,7,0.6,21
O=c1[nH]c(=O)n(-c2ccc(Cl)cc2)c(O)c1C=Nc1ccc(Br)c2ccccc12,0.3,6,-0.6,16
Cc1c(C(=O)N2CCCc3ccccc32)sc2ncnc(N3CCN(c4ccccc4F)CC3)c12,1.8,-12,0.0,15

# (continued)
SMILES,FBW7 activator,TEAD-YAP inh,GPR151 activ,MITF primary
O=C(NCCCOc1ccc(CN2CCN(c3ncccn3)CC2)cc1)C1CCCO1 (stereo unspecified),-0.2,21,0.6,3
Cc1cc(C)nc(SCC(=O)N2CCN(c3ccccc3)CC2)n1,-0.1,21,2.3,-28
Cc1cccc(NC(=O)c2cc3c(=O)n4ccccc4nc3n2C)c1,0.2,-3,0.8,8
Cc1cccc(C)c1N(C)S(=O)(=O)c1ccc2[nH]cc(C(=O)NCCc3ccccc3)c(=O)c2c1,0.3,-3,1.5,-5
COc1ccc(N2C(=O)/C(=C/c3cc([N+](=O)[O-])c(OC)cc3OC)C(=O)NC2=S)cc1,0.1,4,1.8,13
CSc1nnc2c(n1)OC(c1c(Cl)cccc1Cl)Nc1ccccc1-2 (stereo unspecified),-0.1,0,0.6,-3
CCN1CCN(C(=O)C(C)Nc2ccccc2CO)CC1 (stereo unspecified),-0.1,2,-0.4,-8
N#Cc1ccc(COC(=O)c2ccc(C=O)cc2)cc1,-0.1,-6,3.1,12
O=C(Nc1sc2c(c1C(=O)O)CCCCC2)c1cccs1,-0.1,42*,-7.5,0
Cc1ccc(C)c(N2CC(C(=O)OCC(=O)c3ccc(Br)cc3)CC2=O)c1 (stereo unspecified),0.1,11,1.0,5
CC(=O)Nc1ccc(OCC(=O)NCc2ccc(C)cc2)cc1,0.0,-4,0.4,-2
COC(=O)CSC1=C(C#N)C(c2ccc(Cl)cc2)CC(=O)N1 (stereo unspecified),-0.1,-9,-0.9,5
O=C(COC(=O)c1cccs1)Nc1ccccc1F,0.1,2,-0.1,-4
Cc1ccccc1CN1C[C@@H]2C[C@@H](c3ccccn3)N3CCC[C@@]23C1=O,0.9,4,-2.1,13
O=[N+]([O-])c1cc(Cl)cc(C=Nc2ccc(N3CCOCC3)cc2)c1O,-0.3,9,0.3,10
OC(CNC1CCCCC1)Cn1c2ccc(Cl)cc2c2cc(Cl)ccc21 (stereo unspecified),0.1,-9,-0.1,-15
CCN1C(=O)S/C(=C/c2ccc(C)s2)C1=O,-0.3,-39,-0.7,-3
COc1ccc(-c2nc(=S)c3c([nH]2)Oc2c(C)ncc(CO)c2C3)cc1,-0.1,2,0.3,-2
CC(C)(C)C1CCC(OC(=O)c2ccc(Cl)cc2)CC1 (stereo unspecified),-0.1,0,2.0,-11
CCC(C)(C)n1nnnc1C(c1ccc(O)c(OC)c1)N1CCc2ccccc2C1 (stereo unspecified),0.0,12,0.3,-2
O=C(Nc1ccc(NC(=O)c2cc(I)ccc2Cl)cc1)c1ccccc1,-0.1,-10,0.0,12
CC(C)C(NC(=O)C1CCCCC1)C(=O)O (stereo unspecified),-0.3,0,1.7,-8
CC1(C)CN(c2ccccc2)N(Cc2ccc(F)cc2)C1=O,0.0,5,1.2,-9
Cc1ccc(N2CCN(S(=O)(=O)c3ccccc3)CC2)cc1Cl,0.1,0,-0.9,-4
COc1cc(/C=C2\N=C(c3c(-c4ccccc4)noc3C)OC2=O)ccc1OC(C)=O,0.4,21,-2.1,8
CCN(C(=O)CS(=O)(=O)c1ccccc1)c1ccccc1C,0.0,1,-1.8,17
COCCCN1C(=O)CC(CC(=O)NCc2ccc(Cl)s2)(c2ccccc2C)C1=O (stereo unspecified),0.0,8,0.0,-1
COc1ccc2cc(CN(Cc3ccccc3)C(=O)c3ccncc3)c(=O)[nH]c2c1,-0.3,51*,0.8,-7
O=S(=O)(NC1CCCCCC1)c1ccc(F)c(F)c1,0.0,5,1.1,5
CCOc1cccc(C2c3c(oc4ccccc4c3=O)C(=O)N2CCCN2CCOCC2)c1 (stereo unspecified),0.4,-28,-0.4,-27
CCN(C(=O)Cc1ccccc1OC)c1nc2c(s1)CCc1occc1-2,-0.2,5,0.0,9
O=C(CN1C(=O)c2ccccc2C1=O)Nc1cccc2c1CCCC2,0.2,-3,-1.9,18
CC1=C(C(=O)OCc2ccccc2)C(c2coc3ccccc3c2=O)C2=C(CCCC2=O)N1 (stereo unspecified),0.0,10,-1.3,13
CCCn1c(=O)c(C(=O)NCCc2ccc(OC)c(OC)c2)c(O)c2ccccc21,-0.1,-6,0.7,-1

# From PubChem
